Assay outcomes as filed in PubChem.
PAD4 inh = inhibitors of human PAD4 | recombinant PAD4, RCA probe fluorescence polarization | AID 485272 | Q9UM07 | inhibition, % at 6.36 µM | 0.41% of 330,000 active;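 active = percent inhibition above a cutoff equal to the mean of all tested compounds plus 3 SD, cut at about 15% in these data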;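 also: 0% = PAD4 with RCA probe and DMSO and 100% = probe without PAD4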
PAFAH2 inh = inhibitors of human PAFAH2; Q99487; recombinant PAFAH2, FP-rhodamine activity probe, fluorescence polarization; inhibition, % at 3.39 µM; 0.99% of 340,000 active;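 active = inhibition above the mean over all tested compounds plus 3 SD, cut at about 30% in these data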;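 also: inhibitors block probe labeling of enzyme so polarization drops; 0% = enzyme with DMSO and 100% = wells lacking PAFAH2 protein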
GSTO1 inh = blocks human GSTO1 in RBBP9 counter-screen | recombinant GSTO1, activity-based probe fluorescence polarization | 1.1% of 300,000 active | AID 1974 | inhibition, % at 5.96 µM;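 active = inhibition above the campaign mean inhibition plus 3 SD, cut at about 35% in these data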;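 also: 0% = GSTO1-1 with DMSO and 100% = wells lacking GSTO1-1 enzyme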
LYPLA1 inh = LYPLA1 (human) inhibition in PME1 counter-screen | inhibition, % at 5.9 µM | 0.16% of 320,000 active | O75608 | recombinant LYPLA1, FP-Rh probe fluorescence polarization;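 active = inhibition above the mean of all tested compounds plus 3 SD, set per campaign, cut at about 14% in these data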;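 also: inhibitors block serine hydrolase probe labeling of LYPLA1 so polarization falls; 0% = enzyme with DMSO and 100% = wells lacking LYPLA1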
PAFAH1B2 FP inh = PAFAH1B2 (human) inhibition; recombinant PAFAH1B2, FP-rhodamine activity probe, fluorescence polarization; inhibition, % at 3.39 µM; 1.2% of 340,000 active; AID 492953;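 active = inhibition above the mean of all tested compounds plus 3 SD, cut at about 24% in these data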;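 also: 0% = enzyme with DMSO and 100% = wells lacking PAFAH1B2; many of its hits are not listed in these tables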
pPAFAH FP inh = pPAFAH (human) enzyme inhibition; Q13093; recombinant pPAFAH, FP-rhodamine probe fluorescence polarization; inhibition, % at 3.39 µM; 1.5% of 330,000 active; AID 463082;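 active = inhibition above the mean inhibition across the screen plus 3 SD, cut at about 25% in these data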;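 also: inhibitors block binding of the rhodamine activity-based probe so polarization drops; 0% = enzyme with DMSO and 100% = wells lacking pPAFAH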
LYPLA2 inh = blocks human lysophospholipase 2, a PME1 counter-screen; AID 2177; recombinant LYPLA2, FP-Rh probe fluorescence polarization; inhibition, % at 5.9 µM; O95372; 0.38% of 320,000 active;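 active = inhibition above the screen-wide mean plus 3 SD, limit set per campaign, cut at about 26% in these data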;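 also: 0% = LYPLA2 with DMSO and 100% = wells lacking LYPLA2 enzyme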
PAFAH1B3 inh = PAFAH1B3 (human) inhibition; recombinant PAFAH1B3, FP-rhodamine probe, fluorescence polarization; 0.28% of 340,000 active; AID 492972; inhibition, % at 3.39 µM; Q15102;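 active = inhibition above the screen-wide average of all tested compounds plus 3 SD, cut at about 25% in these data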;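 also: 0% = enzyme with DMSO only and 100% = wells lacking PAFAH1B3 protein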
Target sequence (Q15102 whole entry, looked up): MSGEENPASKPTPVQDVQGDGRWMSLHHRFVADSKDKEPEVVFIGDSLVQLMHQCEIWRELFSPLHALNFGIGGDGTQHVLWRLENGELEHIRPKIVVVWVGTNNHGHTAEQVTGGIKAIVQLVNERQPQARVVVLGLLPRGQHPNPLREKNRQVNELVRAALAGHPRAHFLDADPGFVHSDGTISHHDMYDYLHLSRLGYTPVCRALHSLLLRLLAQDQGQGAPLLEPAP
PREPL inhibitor = human PREPL enzyme inhibition | Q4J6C6 | recombinant PREPL, fluorescence polarization activity-based probe | inhibition, % at 5.96 µM | 0.68% of 320,000 active; in the data active = inhibition above about 43%;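 also: 0% = enzyme with DMSO and 100% = wells lacking enzyme; many of its hits are not listed in these tables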
Target sequence (Q4J6C6 whole entry, looked up): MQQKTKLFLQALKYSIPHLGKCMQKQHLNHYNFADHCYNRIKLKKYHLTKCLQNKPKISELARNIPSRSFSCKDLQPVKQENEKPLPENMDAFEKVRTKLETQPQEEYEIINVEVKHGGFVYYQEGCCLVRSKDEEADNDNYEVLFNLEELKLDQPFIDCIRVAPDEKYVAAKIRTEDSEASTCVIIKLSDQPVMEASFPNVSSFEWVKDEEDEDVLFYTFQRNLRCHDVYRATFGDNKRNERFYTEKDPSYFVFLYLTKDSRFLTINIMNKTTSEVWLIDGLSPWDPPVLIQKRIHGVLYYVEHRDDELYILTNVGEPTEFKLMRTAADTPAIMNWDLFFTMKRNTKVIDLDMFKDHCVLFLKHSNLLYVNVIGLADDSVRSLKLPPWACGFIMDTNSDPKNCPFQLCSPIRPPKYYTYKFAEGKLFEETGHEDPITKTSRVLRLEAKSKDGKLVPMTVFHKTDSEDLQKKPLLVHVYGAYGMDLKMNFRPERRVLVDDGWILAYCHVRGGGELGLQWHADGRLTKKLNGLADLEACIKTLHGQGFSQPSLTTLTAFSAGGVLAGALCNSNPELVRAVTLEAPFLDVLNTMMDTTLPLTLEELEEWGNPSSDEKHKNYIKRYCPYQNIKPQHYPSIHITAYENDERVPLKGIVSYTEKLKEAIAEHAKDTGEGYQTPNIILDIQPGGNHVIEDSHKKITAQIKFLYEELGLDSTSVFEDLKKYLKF
Starred values were filed as active, the others as inactive. Only part of the results is shown. The share of hits here may be higher or lower than overall.

For Cc1ccc(C2CC(C(F)F)n3ncc(C(=O)Nc4c(C)nn(Cc5c(F)cccc5Cl)c4C)c3N2)cc1 (stereo unspecified) the results were PAD4 inh 4.3, PAFAH2 inh -8.7, GSTO1 inh -3.5, LYPLA1 inh -5.9, PAFAH1B2 FP inh 4.6, pPAFAH FP inh 5.6, LYPLA2 inh -8.5, PAFAH1B3 inh 2.3 and PREPL inhibitor 1.8.
Screening CC(C)CCNC(=O)COC(=O)/C=C/c1ccc2ccccc2n1 returned PAD4 inh 4.3, PAFAH2 inh 22.2, GSTO1 inh 0.0, LYPLA1 inh -0.4, PAFAH1B2 FP inh -1.6, pPAFAH FP inh 8.4, LYPLA2 inh 4.1, PAFAH1B3 inh 18.2 and PREPL inhibitor 10.8.
CCC(C)c1ccc(C(CC)NC(=O)C2CCCO2)cc1 (stereo unspecified) was read as PAD4 inh -1.5, PAFAH2 inh 2.1, GSTO1 inh -3.7, LYPLA1 inh -1.0, PAFAH1B2 FP inh -4.1, pPAFAH FP inh -1.0, LYPLA2 inh -0.8, PAFAH1B3 inh 6.0 and PREPL inhibitor -15.5.
COc1ccc(OC)c(NC(=O)COC(=O)C2CCCCC2)c1 was read as PAD4 inh -2.3, PAFAH2 inh -0.6, PAFAH1B2 FP inh 3.1, pPAFAH FP inh 11.5, PAFAH1B3 inh 8.7 and PREPL inhibitor 8.1.
Cc1nc(Nc2ccccc2C(F)(F)F)sc1C(=O)N(C)C was read as PAD4 inh -1.6, PAFAH2 inh 3.6, GSTO1 inh 4.7, LYPLA1 inh 3.2, PAFAH1B2 FP inh 0.7, pPAFAH FP inh 8.5, LYPLA2 inh 7.5, PAFAH1B3 inh -3.7 and PREPL inhibitor 28.6.
Screening CC(C)(C)n1ncc2c(=O)n(CC(=O)OCc3ccccc3)cnc21 returned PAD4 inh -1.6, PAFAH2 inh -0.6, GSTO1 inh 9.1, LYPLA1 inh 1.0, PAFAH1B2 FP inh 3.3, pPAFAH FP inh 4.9, LYPLA2 inh 4.4, PAFAH1B3 inh -3.2 and PREPL inhibitor 6.2.
For Cc1oc(-c2ccc3c(c2)OCCO3)cc1C(=O)NC(CCC(=O)O)C(=O)O (stereo unspecified) the results were PAD4 inh -0.4, PAFAH2 inh 2.0, GSTO1 inh 1.1, LYPLA1 inh -2.0, PAFAH1B2 FP inh 4.0, pPAFAH FP inh 1.1, LYPLA2 inh -7.0, PAFAH1B3 inh 2.8 and PREPL inhibitor -1.0.
For COc1ccc(CN(C)C[C@H]2Oc3c(NC(=O)Nc4ccccc4)cccc3C(=O)N([C@H](C)CO)C[C@@H]2C)cc1 the results were PAD4 inh -1.9, PAFAH2 inh 2.0, PAFAH1B2 FP inh 10.2, pPAFAH FP inh 3.6, PAFAH1B3 inh 10.4 and PREPL inhibitor 24.1.
Screening CC(C)c1nc(SCC(=O)Nc2nc3c(s2)CCCC3)c2ccccc2n1 returned PAD4 inh 9.7, PAFAH2 inh 8.5, GSTO1 inh -13.6, LYPLA1 inh -8.7, PAFAH1B2 FP inh 0.8, pPAFAH FP inh -5.3, LYPLA2 inh -6.6, PAFAH1B3 inh -3.2 and PREPL inhibitor 24.6.
O=C(CC1C(=O)N(c2ccccc2)C(=S)N1c1ccccc1)c1ccc(Br)cc1 (stereo unspecified) was read as PAD4 inh -6.5, PAFAH2 inh -4.0, GSTO1 inh -0.4, LYPLA1 inh -3.4, PAFAH1B2 FP inh -6.1, pPAFAH FP inh -3.4, LYPLA2 inh -8.9, PAFAH1B3 inh -1.7 and PREPL inhibitor 0.3.
Screening COc1ccc2sc(-c3ccc(N(C)C)cc3)c(C#CCCO)c2c1 returned PAD4 inh -2.6, PAFAH2 inh 5.2, LYPLA1 inh -2.1, PAFAH1B2 FP inh 4.9, pPAFAH FP inh 25.9*, LYPLA2 inh 9.2, PAFAH1B3 inh 13.2 and PREPL inhibitor 27.2.
Screening C[N+]1(CC(=O)Nc2ccc(F)cc2)CCN(C(=O)c2ccco2)CC1 returned PAD4 inh -3.1, PAFAH2 inh 2.0, GSTO1 inh 16.3, LYPLA1 inh 1.1, PAFAH1B2 FP inh 3.8, pPAFAH FP inh -1.0, LYPLA2 inh -3.6, PAFAH1B3 inh -3.2 and PREPL inhibitor 16.5.
For CC(Cc1ccccc1)C(=O)Nc1ccccc1 (stereo unspecified) the results were PAD4 inh 5.7, PAFAH2 inh 4.3, GSTO1 inh 8.7, LYPLA1 inh 0.7, PAFAH1B2 FP inh -1.2, pPAFAH FP inh 0.7, LYPLA2 inh -4.0, PAFAH1B3 inh 3.9 and PREPL inhibitor 19.6.
Screening COc1ccc(CN(C)C2CCCCC2)c(C)c1C returned PAD4 inh -2.1, PAFAH2 inh -2.7, GSTO1 inh -2.4, LYPLA1 inh -0.2, PAFAH1B2 FP inh -3.4, pPAFAH FP inh -2.9, LYPLA2 inh -3.1, PAFAH1B3 inh -1.6 and PREPL inhibitor 6.2.
Screening NNC(=O)c1ccc(N2CCCCCC2)c([N+](=O)[O-])c1 returned PAD4 inh 0.5, PAFAH2 inh -7.5, GSTO1 inh -3.6, LYPLA1 inh -6.0, PAFAH1B2 FP inh 1.8, pPAFAH FP inh 2.3, LYPLA2 inh -9.4, PAFAH1B3 inh 7.5 and PREPL inhibitor 21.6.
For COc1cccc(CNC(=O)c2ccccc2-c2ccccc2C(=O)O)c1 the results were PAD4 inh -1.7, PAFAH2 inh 6.6, GSTO1 inh -1.1, LYPLA1 inh 4.6, PAFAH1B2 FP inh 6.3, pPAFAH FP inh -2.2, LYPLA2 inh 2.0, PAFAH1B3 inh 7.6 and PREPL inhibitor 9.6.
Screening CCC(=O)N1c2ccccc2-c2nnc(SC)nc2OC1c1ccc(N(C)C)cc1 (stereo unspecified) returned PAD4 inh 0.6, PAFAH2 inh -2.4, GSTO1 inh 3.2, LYPLA1 inh -3.3, PAFAH1B2 FP inh 2.3, pPAFAH FP inh 1.6, LYPLA2 inh -2.3, PAFAH1B3 inh 9.4 and PREPL inhibitor 0.1.
Screening CC(=O)c1cccc(NC(=O)C2CCCN(S(=O)(=O)c3ccc(F)cc3)C2)c1 (stereo unspecified) returned PAD4 inh -7.2, PAFAH2 inh -1.1, GSTO1 inh 15.9, LYPLA1 inh -4.5, PAFAH1B2 FP inh 1.1, pPAFAH FP inh -10.0, LYPLA2 inh -11.9, PAFAH1B3 inh 1.6 and PREPL inhibitor -2.6.
`CC(C)[C@H](NC(=O)c1ccco1)C(=O)N(C)Cc1c(F)cccc1Cl` gave PAD4 inh -7.6, PAFAH2 inh 0.8, GSTO1 inh 4.7, LYPLA1 inh 1.1, PAFAH1B2 FP inh 6.8, pPAFAH FP inh 2.2, LYPLA2 inh 1.8, PAFAH1B3 inh -0.7 and PREPL inhibitor -11.3.
COc1ccc(C(=O)NCc2nnc(SCC(=O)NCc3ccco3)o2)cc1OC was read as PAD4 inh -0.7, PAFAH2 inh 0.7, GSTO1 inh 1.0, LYPLA1 inh 0.9, PAFAH1B2 FP inh 1.9, pPAFAH FP inh 0.4, LYPLA2 inh 2.2, PAFAH1B3 inh 9.3 and PREPL inhibitor 2.3.
Screening COc1ccc(CN(Cc2cc3cc4c(cc3[nH]c2=O)OCO4)C(=O)NC2CCCCC2)cc1 returned PAD4 inh -7.3, PAFAH2 inh 1.7, GSTO1 inh -10.0, LYPLA1 inh 2.3, PAFAH1B2 FP inh 4.3, pPAFAH FP inh -6.1, LYPLA2 inh 3.4, PAFAH1B3 inh 1.5 and PREPL inhibitor 6.0.
For NC(=O)c1nc(C(=O)N2CCN(c3ccccc3)CC2)c2ccccc2n1 the results were PAD4 inh -4.6, PAFAH2 inh -0.4, LYPLA1 inh 2.1, PAFAH1B2 FP inh -2.1, pPAFAH FP inh -4.7, LYPLA2 inh 0.2, PAFAH1B3 inh 0.7 and PREPL inhibitor 15.4.
`CCc1cc(C(=O)Nc2ccc(OC)nc2)sc1C` gave PAD4 inh -1.8, PAFAH2 inh -1.8, GSTO1 inh 0.1, LYPLA1 inh -1.5, PAFAH1B2 FP inh -2.8, pPAFAH FP inh 4.3, LYPLA2 inh -1.5, PAFAH1B3 inh 7.8 and PREPL inhibitor -5.3.
Screening COc1ccc(NC(=O)Nc2nc3ccccc3s2)cc1 returned PAD4 inh 2.2, PAFAH2 inh 5.9, GSTO1 inh -6.3, LYPLA1 inh -13.7, PAFAH1B2 FP inh -2.4, pPAFAH FP inh 8.2, LYPLA2 inh 0.0, PAFAH1B3 inh 6.8 and PREPL inhibitor 17.4.
CCC1(c2ccc(F)cc2)NC(=O)N(CC(=O)NCc2ccc(C)cc2)C1=O (stereo unspecified) was read as PAD4 inh -4.3, PAFAH2 inh -1.8, GSTO1 inh -4.5, LYPLA1 inh -2.6, PAFAH1B2 FP inh 2.0, pPAFAH FP inh 4.5, LYPLA2 inh 3.1, PAFAH1B3 inh 10.2 and PREPL inhibitor 10.7.
COc1ccc(CN(CC2CCCO2)C(=O)c2cc3ccccc3oc2=O)cc1 (stereo unspecified) was read as PAD4 inh -1.1, PAFAH2 inh -0.3, GSTO1 inh -2.2, LYPLA1 inh 3.2, PAFAH1B2 FP inh -2.9, pPAFAH FP inh -0.5, LYPLA2 inh 1.0, PAFAH1B3 inh 7.8 and PREPL inhibitor 11.2.
Screening N/C(=N\O)c1ccccc1-n1cccc1 returned PAD4 inh -5.4, PAFAH2 inh -7.9, GSTO1 inh 4.7, LYPLA1 inh 0.1, PAFAH1B2 FP inh -2.1, pPAFAH FP inh 3.3, LYPLA2 inh 2.1, PAFAH1B3 inh 7.1 and PREPL inhibitor 1.8.
`C#CCOCCOCCOCCNc1nc(N2CCN(C(=O)[C@H]([C@@H](C)CC)n3cc([C@@H](N)CO)nn3)CC2)nc(N2CCN(C(=O)[C@H](Cc3cc4ccccc4[nH]3)n3cc([C@@H](N)C(C)CC)nn3)CC2)n1` (stereo partly specified) gave PAD4 inh -5.0, GSTO1 inh -2.3, LYPLA1 inh -4.5, pPAFAH FP inh -2.1, LYPLA2 inh 2.0 and PREPL inhibitor 48.3*.
`COC(=O)c1c(C)oc2ccc(NS(=O)(=O)c3cc(OC)ccc3OC)cc12` gave PAD4 inh -1.5, PAFAH2 inh -2.6, GSTO1 inh 0.0, LYPLA1 inh 0.4, PAFAH1B2 FP inh 6.5, pPAFAH FP inh 2.0, LYPLA2 inh -4.6, PAFAH1B3 inh -1.6 and PREPL inhibitor 8.7.
CCOc1cc2c(C#N)c(N3CCOCC3)nc(N)c2c(N)n1 was read as PAD4 inh -4.0, PAFAH2 inh 5.2, GSTO1 inh 2.2, LYPLA1 inh -5.3, PAFAH1B2 FP inh 2.7, pPAFAH FP inh 6.9, LYPLA2 inh -1.9, PAFAH1B3 inh 7.7 and PREPL inhibitor 8.9.
For CN1CCc2c(sc3nc(SCC(=O)NCc4ccco4)n(-c4ccccc4)c(=O)c23)C1 the results were PAD4 inh -8.3, PAFAH2 inh -8.9, GSTO1 inh -1.0, LYPLA1 inh -4.2, PAFAH1B2 FP inh 3.6, pPAFAH FP inh 0.0, LYPLA2 inh -9.8, PAFAH1B3 inh -3.6 and PREPL inhibitor 5.0.
